Pf apPOL block = Pf-apPOL DNA polymerase inhibition. Recombinant Pf-apPOL, molecular beacon fluorescence, 1.5 h. inhibition, % at 10 µM. AID 1794808. 0.25% of 210,000 active
mHTT-CaM PPI inh = mHTT-calmodulin interaction abrogation; AlphaScreen His-mHTT/GST-CaM binding, luminescence; inhibition, % at 15 µM; 3.6% of 190,000 active;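 also: 0% = both proteins with DMSO and 100% = one protein alone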
An asterisk follows results filed as active; . = not tested or not shown; & = joins results of further samples. Rule as the data show it: active = inhibition above about 50%; inactive = the rest.

Sample of the layout (2 entries):
SMILES	Pf apPOL block	mHTT-CaM PPI inh
O=C(NCc1ccco1)C(=O)NCC1OCCN1C(=O)c1ccc2c(c1)OCO2 (stereo not drawn)	-2	-2
Cc1c(S(=O)(=O)NCCc2ccccn2)sc2ccc(Cl)cc12	-20	.

Results, previewed entries included:
SMILES	Pf apPOL block	mHTT-CaM PPI inh
O=C(NCc1ccco1)C(=O)NCC1OCCN1C(=O)c1ccc2c(c1)OCO2 (stereo not drawn)	-2	-2
Cc1c(S(=O)(=O)NCCc2ccccn2)sc2ccc(Cl)cc12	-20	.
Cc1ccc(C(C)C)c(OCc2nc3c4cnn(C)c4ncn3n2)c1	-3	-1
Cc1ccccc1OCC(O)Cn1c(N2CCN(C)CC2)nc2c1c(=O)n(C)c(=O)n2C (stereo not drawn)	-4	11
Cc1ccc(CNC(=O)C2(C)CCC(=O)N2CCc2c[nH]c3ccccc23)cc1 (stereo not drawn)	4	12
COc1ccccc1/C=c1\sc2nc(-c3ccccc3)nn2c1=O	13	1
COc1ccc(C2Nc3ccccc3C(=O)N2c2ccccc2)cc1 (stereo not drawn)	1	2
CSCCC(C)(O)CNC(=O)NC1CCCCC1 (stereo not drawn)	-3	1
O=C(NCCOc1ccc2nnc(-c3ccccc3Cl)n2n1)c1cccs1	-2	9
COc1cc2c(cc1NC(=O)Cc1ccc([N+](=O)[O-])cc1)oc1ccccc12	1	4
COc1ccc(Br)cc1CN1CCSCC1	-16	-1
COc1ccc(NC(=O)C(C)NC(=O)c2ccccc2NC(=O)c2ccco2)cc1 (stereo not drawn)	-2	10
O=C(CSc1ccc(C(F)(F)F)cc1[N+](=O)[O-])NCCOc1ccc(Cl)cc1	17	13
Cc1[nH]c2ccccc2c1C(=O)CN1CCCCC1	-5	-1
Cc1cc(I)ccc1NC(=O)CC(C)C	-15	-6
O=S(=O)(c1ccc(Cl)cc1)N1CCC(c2noc(-c3ccccc3)n2)CC1	-7	-3
Cc1ccc(C(=O)N/C(=C\c2ccc3c(c2)OCO3)C(=O)Nc2cccc(C(=O)O)c2)cc1	-3	4
CS(=O)(=O)N(Cc1ccccc1Cl)c1ccc(C(=O)NCc2ccccn2)cc1	-2&-1	21&18
COc1ccc(N2C(=O)C(=O)C(=C(O)c3ccccc3)C2c2ccc(O)c(OC)c2)cc1 (stereo not drawn)	-6	8
Cc1ccc(N=Cc2cc([N+](=O)[O-])ccc2O)c(Br)c1	-3	4

Compound profiles (already shown). Order of values: Pf apPOL block, mHTT-CaM PPI inh
`Cc1ccc(CNC(=O)C2(C)CCC(=O)N2CCc2c[nH]c3ccccc23)cc1` (stereo not drawn) is listed with 4, 12
`Cc1ccc(N=Cc2cc([N+](=O)[O-])ccc2O)c(Br)c1` is listed with -3, 4
`Cc1ccc(C(C)C)c(OCc2nc3c4cnn(C)c4ncn3n2)c1` is listed with -3, -1
`Cc1[nH]c2ccccc2c1C(=O)CN1CCCCC1` is listed with -5, -1
`Cc1cc(I)ccc1NC(=O)CC(C)C` is listed with -15, -6

Additional entries follow.
SMILES	Pf apPOL block	mHTT-CaM PPI inh
O=C1CN(C(=O)C2CC2)C(c2ccc(F)cc2)c2cc(Cl)ccc2N1 (stereo not drawn)	-4	12
CCOc1ccc(CCN2C(=O)CCC2(C)C(=O)NCCOC)cc1 (stereo not drawn)	1	-4
COc1c(C(=O)N2CCN(C3CCCCC3)CC2)sc2cccc(F)c12	-2	26
COc1cc(Cl)c(C)cc1-n1ccn(CC(=O)NCc2ccccc2Cl)c(=O)c1=O	-17	40
Cc1cccc(NC(=O)CN(c2cc(C(F)(F)F)ccc2Cl)S(C)(=O)=O)c1	3	0
CC1=NN(c2ccc(F)cc2)C(=O)/C1=C/c1ccc(O)cc1	2	34
COc1ccc(NC(=O)c2cc3cc(OC)ccc3oc2=O)cc1	-4	-6
CC(C)c1ccc(C2C(C#N)=C(N)Oc3n[nH]c(-c4ccc5c(c4)OCO5)c32)cc1 (stereo not drawn)	-7	13
CC1(C)OC(=O)C(=Cc2ccc(Br)cc2)C(=O)O1	-7	4
CS(=O)(=O)Nc1ccc(Br)cc1	0	-3&-7
O=c1cc(CN2CCOCC2)c2c(ccc3ccccc32)o1	-7	-4
COc1ccc(CC(=O)n2[nH]c(=O)c3ccccc3c2=O)cc1OC	-6&-9	.
O=C1CC(Sc2nc3c(c(C(F)(F)F)n2)CCCC3)C2COC1O2 (stereo not drawn)	-6	2
COc1ccc2c(c1)-c1sc(C(=O)NCCC(C)C)cc1CC2	-3	-68
O=C(Nc1cccs1)N(Cc1ccsc1)Cc1ccco1	1	3
CCN(CC)c1ccc(C=Nc2ccc([N+](=O)[O-])cc2C)cc1	4	0
Cc1ccc2nc(NC(=O)/C=C/c3ccccc3)sc2c1	-2	20
COc1ccc(N2CCN(C(=O)CN3C(=O)NC4(CCCCC4)C3=O)CC2)cc1	-4	5
C=C(C)COc1ccc2c(c1)OC(=Cc1ccc(C)o1)C2=O	2	7
COc1ccc(Cn2c(C(C)C)nc3ccccc32)cc1OC	-1	5
Oc1ccc(C=Nc2c(-c3ccco3)nc3ccc(Cl)cn23)cc1	0	52*
CC(C(=O)O)N1C(=O)C(=CC=Cc2ccco2)SC1=S (stereo not drawn)	91*	30
Cc1cccc(OCCNc2cc(Cl)ccc2[N+](=O)[O-])c1	-8	19
CCOC(=O)C(C)Oc1ccc2c(c1)OC(=Cc1ccc(OC)c(OC)c1OC)C2=O (stereo not drawn)	0	-1
Cc1cccc(/C=C2\NC(=O)N(CC(=O)Nc3cccc(C)c3)C2=O)c1	0	-3
CN(CC(=O)Nc1ccc(F)c(F)c1)S(=O)(=O)c1cccs1	-2	-2
CC(CN1CCCC1CO)c1ccccc1 (stereo not drawn)	-3	-4
COc1ccc2c(=O)c3c(oc2c1)C(=O)N(CCN(C)C)C3c1ccc(OC)c(OC)c1 (stereo not drawn)	-6	20
c1cc(-c2nn[nH]n2)cs1	3	.
COc1ccccc1C(=O)N1CCC(CCOc2ccccc2F)CC1	-1	52*
CCCCC1(C)OC(=O)C(=Cc2ccc(F)cc2)C(=O)O1 (stereo not drawn)	-7	10
c1ccc(-c2noc(-c3csnn3)n2)cc1	-4	.
O=C(Nc1ccccc1Cl)c1cc(S(=O)(=O)NCC2COc3ccccc3O2)ccc1F (stereo not drawn)	1	2
CCc1ccc(CN2CCN(C(=O)c3cccs3)CC2)cc1	6	-1
COc1cccc(C2Oc3ccccc3C3=C2C(c2ccc(C)cc2)n2ncnc2N3)c1 (stereo not drawn)	-4	26
COc1c(Cl)cnn(-c2cccc(C)c2)c1=O	-4	-6
Cc1csc(NC(=O)Cc2nn(C)c(=O)c3ccccc23)n1	-2	-1
O=c1c2ccccc2ncn1-c1ccc(Cl)c(C(F)(F)F)c1	-3	0
COc1ccc(-n2nc3c(c2NC(=O)c2ccc(Cl)cc2)CS(=O)(=O)C3)cc1	0	18
CCc1ccc(C(=O)Nc2ccc3c(N4CCOCC4)ncnc3c2)cc1	-26	17
COc1ccc(-c2c(C)oc3c4c(ccc3c2=O)OCN(CC(C)C)C4)cc1	-8	2
N#CC1=C(N)OC(c2ccccc2)=C(n2cncn2)C1c1ccc(Cl)cc1Cl (stereo not drawn)	29	25
CCN(CC)C(=O)CSc1nc(N)c(C(=O)Nc2ccc(OC)cc2)s1	-5	4
COc1cc(C(=O)Nc2ccc3oc(-c4ccc(C)cc4)nc3c2)cc(OC)c1OC	6&-1	17&18
Cn1c(NCc2cc(Br)ccc2O)nc2ccccc21	-9	13
Cc1ccc(CN2C(=O)CCC2(C)C(=O)NC2CCCC(C)C2C)cc1 (stereo not drawn)	-9	2
CCC(C)NC(=O)N1CC=C(c2cn(C(C)C)c3ncccc23)CC1 (stereo not drawn)	-2	28
COc1ccc(S(=O)(=O)N2CCC(c3noc(-c4ccc(Cl)cc4)n3)CC2)cc1	-15	-9
CC(=O)Nc1ccc(-c2noc(C3CCCN(C(=O)c4ccc(Cl)cc4)C3)n2)cc1 (stereo not drawn)	-1	16
COc1cccc(OC)c1CNC(=O)CCSCc1ccccc1F	-16	-6
Cc1c(F)cccc1N1CCC(C(=O)NCC(C)C)C1=O (stereo not drawn)	-8	-6
CC(=O)c1cccc(NC(=O)COc2c(C)cc(Cl)cc2Cl)c1	-6	0
Cc1cc(C)nc(NC(=O)c2ccc(Br)o2)n1	-3	3
COc1ccccc1-n1c(SCC(=O)Nc2ccc(C)cc2)nc2c(c1=O)SCC2	2	11
CCN1C(=O)/C(=C2/SC(=N)NC2=O)c2cc(Br)ccc21	5	-1
CC(=O)N1CCc2cc(N3CC(C(=O)Nc4ccc(Cl)cc4C)CC3=O)ccc21 (stereo not drawn)	-6	-4
O=C(NC1CN(Cc2cccc(F)c2)CCC1CO)c1ccccc1 (stereo not drawn)	-5	1
COc1ccc(Br)cc1C1SCCN1S(=O)(=O)c1ccc(C)cc1C (stereo not drawn)	0	5
O=C(c1ccccc1)N1CCCn2cc(-c3ccc4c(c3)OCO4)nc21	-8	28
CC(=O)c1cccc(NC(=O)C2C3C=CC(O3)C2C(=O)O)c1 (stereo not drawn)	-6	2

(listing goes on)
SMILES	Pf apPOL block	mHTT-CaM PPI inh
COC(=O)Oc1c(Cl)cc2oc(=O)sc2c1Br	2	93*
O=C(NCCc1cccs1)c1cc2n(n1)CCCN(Cc1ccc(Cl)cc1)C2=O	0	14
CC(C)C(=O)N1CCc2c(c(COCc3ccccc3F)nn2C)C1	3	3
CCC(=O)N1c2ccc(S(=O)(=O)NCc3ccc(OC)cc3)cc2CC1C (stereo not drawn)	-4	10
O=C1NC(=O)/C(=C\c2ccc(OCc3ccc(Cl)cc3)cc2)S1	-5	19
CCOc1ccccc1C=C1Oc2c(ccc(O)c2CN(CC)CC)C1=O	-10	18
N#Cc1nc(COc2ccccc2Cl)oc1N1CCN(Cc2ccccc2)CC1	-2	52*
COc1cc(OC)c(NC(=O)CNC(=O)Cn2ccc3ccccc3c2=O)cc1Cl	-4	-5
Cc1ccc(Oc2ccc(N3C(=O)C4C5C=CC(C5)C4(C)C3=O)cc2)cc1 (stereo not drawn)	4	-11
Nc1ccc(C(=O)c2cccs2)cc1[N+](=O)[O-]	23	26
CCN1C(=O)c2cccc3c(S(=O)(=O)NCCCn4ccnc4)ccc1c23	-4	-6
Cc1c(C2=N/C(=C/c3ccc(C(C)C)cc3)C(=O)O2)cccc1[N+](=O)[O-]	2	6
Cc1ccnc(N2CCC(C(=O)N3CCN(c4ncccn4)CC3)CC2)n1	-3	0
CC(C)CN1CCN(c2ccc(NS(=O)(=O)c3ccc(F)cc3)cn2)CC1	-1	4
COc1cc2c(cc1OC)C(C(=O)NCC1CCCO1)C(c1ccc(SC)cc1)N(C)C2=O (stereo not drawn)	0	14
OCCSc1nnc(COc2ccc(Br)cc2)n1-c1ccccc1	-20	57*
COc1ccc(CCNC(=O)CSC2=NS(=O)(=O)c3ccccc3N2)cc1OC	-6	-13
O=C(CCc1ccc2cc[nH]c2c1)NCc1ccccn1	-5	6
CC(=O)N1CCc2cc(Br)cc(S(=O)(=O)CCC(=O)N3CCC(C)CC3)c21	6	-4
CC(C)=C1C2CCC1C(C(=O)Nc1nc(-c3ccc(F)cc3)cs1)C2C(=O)O (stereo not drawn)	-2	3
NS(=O)(=O)c1ccc(C2CCCCC2)cc1	-4	0
CCN(CC)C(=O)C12CC3CC(CC(Cl)(C3)C1)C2	2	-8
COc1ccc(/C=C/C(=O)Nc2cccc(Cl)c2Cl)cc1	1	-8
CC1CCCCN1C(=O)C(C1CCCC1)N1CCN(C(=O)c2cccc(F)c2)CC1 (stereo not drawn)	1	17
CC(=O)N1CCN(c2nc(CN3CCC(C)CC3)cs2)CC1	-5	1
CCC(C)NC(=O)c1nc2ccccn2c1-c1ccsc1 (stereo not drawn)	-3	-11
O=C1OC(c2cc(Cl)ccc2Cl)=N/C1=C\c1ccccc1F	-2	2
Cc1ccc(C2=NC3(CCCCCC3)N(CC(=O)Nc3ccc(F)cc3)C2=O)cc1	-5	-4
Cc1oc(C2CCN(C(=O)c3ccccc3F)CC2)nc1C(=O)N(C)C	0	-9
CCN1CCN(C(=O)c2ccccc2NC(=O)c2ccc(Cl)cc2)CC1	-5	5
O=C(O)c1cn(-c2ccc(F)c(Cl)c2)nn1	1	-9
CC(CN1CCN(CCO)CC1)c1ccccc1 (stereo not drawn)	-2	-3
CCNc1nnc(-c2ccccc2OC)s1	1	0
CC(=O)Nc1cccc(Oc2nc(-c3ccccc3F)nc3ccccc23)c1	6	7
Cc1cccc(Nc2nc(CC(=O)NCc3ccccc3OC(F)(F)F)cs2)n1	-10	10
Cc1ccc(C(=O)Nc2nccnc2C(=O)N2CCC(C)CC2)cc1	-1	2
COc1ccc(-c2nc(C(=O)N(C)C(C)C)cs2)cc1OC	-1	2
Cc1ccc([N+](=O)[O-])cc1Cc1c(F)cc(F)cc1F	5	-14
CC1(C(=O)NCc2ccccc2)CCCN(C(=O)c2ccccc2Br)C1 (stereo not drawn)	3	-6
Oc1oc(-c2ccccc2)nc1C=Nc1cccc(C(F)(F)F)c1	-5	6
COc1ccc(-c2coc3c(CN4CCCCCC4)c(O)ccc3c2=O)cc1OC	-6	3
C#CCOc1c(CC=C)cc(C=O)cc1OCC	-13	-22

Part of the list above, with each value named.
COc1ccc(/C=C/C(=O)Nc2cccc(Cl)c2Cl)cc1
  Pf apPOL block: 1 | mHTT-CaM PPI inh: -8
Cc1ccc(C2=NC3(CCCCCC3)N(CC(=O)Nc3ccc(F)cc3)C2=O)cc1
  Pf apPOL block: -5 | mHTT-CaM PPI inh: -4
CCNc1nnc(-c2ccccc2OC)s1
  Pf apPOL block: 1 | mHTT-CaM PPI inh: 0
Oc1oc(-c2ccccc2)nc1C=Nc1cccc(C(F)(F)F)c1
  Pf apPOL block: -5 | mHTT-CaM PPI inh: 6
